Compound activity deposited in PubChem by several laboratories.
Large T inhibition = SV40 large T antigen inhibitors, biochemical (AID 1903). SV40 large T antigen ATPase/helicase inhibition assay; higher % means a stronger effect. 310,000 compounds, 0.39% hits. inhibition, % at 20 µM; hits with a dose series show IC50 in µM; in the data active means a potency from the dose series; inconclusive means inhibition mostly from about 32% at the one dose, without a potency; inactive means the rest, 99 in 100 with inhibition below about 32%; further: strong numbers were not always called active
TNAP activators = human TNAP enzyme activators, primary screen, biochemical, luminescent, no phosphate acceptor, uHTS (AID 1001); Alkaline phosphatase, tissue-nonspecific isozyme (Homo sapiens); one-dose activation fold at 20 µM; EC50 in µM for titrated hits; purified TNAP, luminescent activation assay, no phosphate acceptor; higher activation fold means a stronger effect; 200,000 compounds, 0.03% hits; in the data active means activation fold from about 3, or a potency from the dose series; inactive means the rest, 99 in 100 with activation fold below about 1.6; further: many of its hits are not listed in these tables
PhoP inhibition = inhibitors of PhoP regulon expression, primary screen, Salmonella Typhimurium, GFP reporter (AID 1863) | S. Typhimurium PhoP-regulated promoter GFP reporter, 4 h; higher % means a stronger effect | 300,000 compounds, 0.16% hits | inhibition, % at 50 µM; hits with a dose series show IC50 in µM;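 active means inhibition over 29.93%, a cutoff 3 SD above the screen mean, later confirmed by dose response; inconclusive means inhibition over 29.93% but no dose response follow-up; inactive means inhibition at most 29.93% or unconfirmed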;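 further: 0% = low Mg2+ inducing control and 100% = high Mg2+ repressing control; strong numbers were not always called active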
PMI inhibition = human PMI inhibitors, high substrate, primary screen, biochemical, fluorescence intensity, high mannose 6-phosphate (AID 1220); inhibition, % at 20 µM; hits with a dose series show IC50 in µM; Mannose-6-phosphate isomerase (Homo sapiens); recombinant PMI enzyme, coupled fluorescence intensity; higher % means a stronger effect; 190,000 compounds, 0.66% hits
CSM14.1 death rescue = rescue of cells from ER stress-induced death, primary screen, 384-well, CSM14.1, thapsigargin, ATP luminescence (AID 1222); CSM14.1 thapsigargin-induced death rescue, ATP luminescence; higher % means a stronger effect; cellular ATP content (survival), % at 20 µM, or EC50 in µM where a hit was titrated; 190,000 tested, under 10 active;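 active means EC50 below 50 µM in the dose-response confirmation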;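 further: death triggered by thapsigargin at about 15 µM added after 2 h compound pretreatment; cell ATP read after overnight thapsigargin exposure of roughly 18 to 22 hours; normalized against plate controls of thapsigargin alone and 5% DMSO vehicle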
Ins promoter up = insulin promoter activators in MIN6 cells, imaging, high-content screening, mouse beta cells; AID 1625, 2009; 190,000 compounds, 0.3% hits; z-score at 5 µM; MIN6 insulin promoter-GFP reporter; hits give high values;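 active means z-score above 3 at 5 µM with at least 500 cells counted in the well; inconclusive means wells under 500 cells, flagged as cytotoxic or low count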
RSV antiviral HEp-2 = RSV antiviral activity via CPE protection, HEp-2 cells, primary 10 µM value included (AID 2391) | HEp-2 cells, RSV-induced CPE inhibition; higher % means a stronger effect | CPE inhibition, % at 10 µM; hits with a dose series show IC50 in µM | 310,000 compounds, 0.13% hits; in the data active means a potency from the dose series; inconclusive means CPE inhibition mostly from about 23% at the one dose, without a potency; inactive means the rest, 99 in 100 with CPE inhibition below about 21%; further: strong numbers were not always called active
human PMI inhibition = inhibitors of human PMI, primary screen, biochemical, fluorescence intensity, coupled assay (AID 1209). inhibition, % at 20 µM, or IC50 in µM where a hit was titrated. purified PMI enzyme, coupled fluorescence intensity; higher % means a stronger effect. 190,000 compounds, 0.42% hits. Mannose-6-phosphate isomerase (Homo sapiens);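 further: plate controls were DMSO vehicle for no effect and wells lacking substrate for full effect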
West Nile virus CPE = West Nile virus antiviral activity, cell-based, CPE readout (AID 1621); West Nile virus-infected cells, CPE inhibition; higher % means a stronger effect; one-dose CPE inhibition, % at 10 µM; IC50 in µM for titrated hits; 290,000 compounds, 0.02% hits; in the data active means a potency from the dose series; inconclusive means CPE inhibition mostly from about 3.7% at the one dose, without a potency; inactive means the rest, 99 in 100 with CPE inhibition below about 2.2%; further: strong numbers were not always called active
Ins promoter up cell count = further read-out of Ins promoter up, marked with its call; cell count; measured here: cytotoxicity, nuclei count;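 total cells summed across four imaged fields per well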
Active calls of the source: *; ? = inconclusive; · = no result given. Unless noted, no stated cut-off is given here; in the data, active means inhibition above about 50%; inactive means the rest.

Fields – West Nile virus CPE	human PMI inhibition	PhoP inhibition	PMI inhibition	CSM14.1 death rescue	Ins promoter up cell count	RSV antiviral HEp-2	Large T inhibition	Ins promoter up	TNAP activators
C=CCN(C(=O)CCC(=O)O)C1CC(=O)N(c2ccc(OC)cc2)C1=O (stereo not given)
  0.6%	11%	7%	10%	-3.2%	1276	0.6%	-2%	-0.72	1.1
Cc1ccc(OCCCC(=O)N2CCOCC2)cc1
  -0.1%	-1%	-3%	2%	-0.4%	1633	0.7%	0%	-0.45	1.1
O=C(CSCc1ccc([N+](=O)[O-])cc1)Nc1ccc(S(=O)(=O)N2CCCCCC2)cc1
  -0.2%	18%	-4%	8%	0.2%	1501	16%	2%	-0.07	1
Cc1nnc(SC(C)C(=O)Nc2ccc(S(=O)(=O)N3CCCCCC3)cc2)s1 (stereo not given)
  0.1%	8%	33%	3%	0.1%	1207	1.4%	3%	0.52	1.1
CCCCN(C)C(=O)C1CCC(CNS(=O)(=O)c2ccc3c(c2)CC(C)N3C(C)=O)CC1 (stereo not given)
  -0.4%	·	-1%	·	·	·	10.0%	11%	·	·
C/C(Cn1cnc([N+](=O)[O-])n1)=N\NC(=O)c1ccc(O)cc1O
  -1.0%	16%	-2%	22%	-1.5%	1459	1.6%	21%	1.9	1
COc1ccc(CNC(=O)COc2ccc([N+](=O)[O-])cc2)cc1
  -0.1%	-4%	18%	-1%	2.3%	1652	2.3%	-5%	-0.31	1.1
CC(=O)Nc1ncc(Cc2ccc(Cl)cc2Cl)s1
  0.6%	3%	-3%	-1%	-1.9%	1520	0.1%	14%	0.15	1.1
CC1CN(Cc2ccc(C#N)cc2Cl)CC(C)O1 (stereo not given)
  0.0%	-9%	-11%	-16%	0.0%	1454	0.3%	1%	-0.95	1.2
C=CCn1c(C)csc1=Nc1ccccc1C
  -0.1%	-15%	5%	-6%	-0.6%	1058	-1.7%	2%	-0.59	1.1
Cc1cccc(N2CCN(C(=O)C3CCN(S(=O)(=O)c4cnc[nH]4)CC3)CC2)c1C
  1.4%	7%	-4%	6%	3.1%	1211	0.5%	0%	0.11	1
Cc1nc(-c2ccc(Cl)cc2)sc1C1(C)CC(c2ccc(C#N)cc2)=NO1 (stereo not given)
  -1.0%	·	-6%	·	·	955	6.2%	4%	-0.75	·
Cc1onc(-c2ccccc2)c1C(=O)N=C(N)c1ccc(C(F)(F)F)cc1
  -0.4%	·	5%	·	·	·	0.4%	2%	·	·
COc1ccc(C(=O)COC(=O)COc2ccc(C)c(C)c2)cc1
  0.9%	14%	-1%	9%	-3.9%	1314	0.6%	5%	0.71	1
CC1=NN(C(N)=S)C(=O)C1N=Nc1ccccc1O (stereo not given)
  ?	·	-4%	·	·	·	0.9%	10%	·	·
CCn1c(=O)c([N+](=O)[O-])c(NCCc2ccccc2)c2ccccc21
  -0.2%	21%	-6%	24%	-1.3%	1886	?	2%	-0.1	1.1
COc1ccc(NC(=O)c2cc3c(-c4ccc(OC)c(OC)c4)nn(C)c3s2)cc1OC
  ?	3%	-10%	-7%	-3.0%	864	5.0%	6%	-1.8	1
CSCC(=O)N1CCC(n2nccc2NC(=O)c2ccc3c(c2)OCO3)CC1
  -0.1%	·	-7%	·	·	·	-0.1%	12%	·	·
CCn1c(SC(=O)NC2CCCCC2)nnc1-c1cccs1
  -0.4%	8%	4%	2%	-0.3%	1797	7.7%	35%	0.11	0.8
CCOC(=O)CC(NC(C)=O)c1ccc([N+](=O)[O-])cc1 (stereo not given)
  0.4%	2%	10%	-3%	-1.8%	1240	1.4%	4%	0.14	1.1
CCN(CC)C(=O)C(Sc1ccccc1)c1ccccc1 (stereo not given)
  -0.1%	9%	24%	5%	2.8%	1233	0.5%	10%	-0.55	1.1
Cc1ccccc1CN1CCN(C(C)C(=O)NCc2ccccc2)CC1 (stereo not given)
  -1.3%	·	1%	·	·	·	0.7%	9%	·	·
Cc1cccc(C)c1NC(=O)/C(C#N)=C/c1ccsc1
  -0.3%	16%	1%	16%	-2.2%	1443	2.6%	12%	-0.38	1.1
COC(=O)c1ccc2c(=O)[nH]c(CSc3nc(C)cs3)nc2c1
  -0.1%	-3%	-1%	-4%	0.4%	1591	-1.3%	22%	-0.16	1
CC(C)(C)OC(=O)NC(Cc1ccccc1)C(=O)NC(CSC1CCCCO1)C(=O)NN (stereo not given)
  0.0%	·	-8%	·	·	·	1.2%	4%	·	·
CCOC(=O)c1cc(C(=O)Nc2sc3c(c2C#N)CCCC3)nn1C
  ?	·	1%	·	·	·	0.4%	4%	·	·
CC12CCC(O)CC1=CCC1C2CCC2(C)C1CCC21CCC(=O)O1 (stereo not given)
  -1.2%	10%	-8%	15%	6.9%	1237	7.7%	7%	0.03	1.1
O=C(OCC(=O)N1CCN(C(=O)c2ccco2)CC1)c1ccccc1OCc1ccc(Cl)cc1
  -0.3%	15%	-1%	11%	6.9%	1069	1.8%	8%	-0.05	1.1
Cc1nnc(Sc2nc3c(c(=O)[nH]c(=O)n3C)n2Cc2ccccc2)s1
  0.2%	·	0%	·	·	870	1.9%	3%	-0.41	·
Cc1cccc(-n2nnnc2SCC(=O)NCC2CCCO2)c1 (stereo not given)
  0.3%	·	6%	·	·	1007	-1.0%	2%	0.5	·
Cn1c(N)c(C(=O)COC(=O)C2CC(=O)N(Cc3ccccc3)C2)c(=O)n(C)c1=O (stereo not given)
  -0.2%	-23%	-1%	-16%	·	1213	0.8%	11%	0.01	1
Cc1ccc(-n2c3c(cc(C(=O)NC4CCSC4=O)c2=O)C(=O)CCC3)cc1 (stereo not given)
  0.0%	14%	21%	11%	-1.8%	1312	3.0%	19%	0.04	1
O=C(Oc1c(Cl)cc(Cl)c2cccnc12)c1cccs1
  ?	-3%	14%	2%	2.3%	·	-0.1%	6%	·	1.1
CCC(=O)N=c1sc2cc([N+](=O)[O-])ccc2n1CCOC
  0.9%	-25%	11%	-21%	-2.6%	1212	0.5%	19%	-0.12	1
CCN(CC)N=Nc1cccc(NC(C)=O)c1
  0.0%	-2%	2%	8%	-1.1%	1623	-0.4%	11%	-0.89	1
Cn1c(/C=N/NC(=O)c2ccccc2)nc2ccccc21
  1.3%	1%	9%	8%	-1.5%	·	2.8%	-3%	·	0.8
O=C(O)c1cc(NN=C2CCN(Cc3ccccc3)CC2)ccc1Cl
  0.6%	·	-11%	·	·	1062	-2.3%	25%	0.75	·
C#CCNC(=O)C1=C[C@@H](c2cn(C(C)=O)c3ccccc23)C[C@@H](OCc2ccc(CO)cc2)O1
  0.5%	9%	-8%	10%	8.3%	1144	2.4%	9%	-0.57	1.1
O=C(NC(NC(=S)Nc1c(Cl)cc(Cl)cc1Cl)C(Cl)(Cl)Cl)OCc1ccccc1 (stereo not given)
  -1.6%	10%	2%	-2%	2.0%	1666	4.3%	25%	0.13	1.1
COc1ccc(C2=Nn3c(nnc3C(F)(F)F)SC2)cc1
  -0.2%	·	3%	·	·	·	14%	9%	·	·
CCC(C)[C@H](NC(=O)NCc1ccc(Cl)cc1)C(=O)OC (stereo not given in full)
  0.0%	0%	1%	10%	-0.2%	1259	0.2%	5%	0.22	1.1
CCCOC(=O)c1cc(-c2ccc(C=O)o2)ccc1Cl
  -0.3%	9%	-8%	1%	-0.6%	·	44%	19%	·	1
COC1(NC(=O)c2ccccc2)C(C)=CC(=O)C=C1C
  1.2%	-16%	8%	7%	-0.3%	1045	0.7%	-5%	0.87	1.1
O=C1NN(c2ccc(F)c(Cl)c2)C(=O)/C1=C\c1cccc(OC(=O)c2cccs2)c1
  -0.1%	-6%	-13%	-12%	-1.6%	959	-0.9%	22%	-0.66	1
O=c1cc(-c2ccccc2)nc(SCc2ccccc2F)[nH]1
  1.9%	-4%	6%	-5%	0.3%	1357	3.8%	-7%	0.05	1.1
COc1cccc(C(C(=O)NC2CCCCC2)N(C(=O)c2ccco2)c2ccc(-n3cnnn3)c(C)c2)c1 (stereo not given)
  -0.4%	9%	3%	9%	-0.4%	1145	2.1%	-1%	-0.07	1.1
N#CC1=C(N)C(C#N)(C#N)[C@H](c2ccncc2)[C@H]2CN(C(=O)OCc3ccccc3)CC=C12
  0.8%	-14%	-1%	-8%	-1.5%	1135	·	15%	0.92	1
S=c1[nH]nc(-c2ccco2)n1Cc1ccccc1
  0.7%	1%	-5%	0%	-3.3%	1206	0.3%	23%	1.3	0.6
COc1ccccc1N1CCN(C(=O)CCc2ccc(S(=O)(=O)NC(C)C)cc2)CC1
  0.1%	4%	-4%	10%	-0.9%	1090	1.5%	5%	-0.95	1.1
Cc1cc(-c2ccccc2)n2nc(C)c(C#N)c2n1
  0.3%	10%	2%	7%	-3.2%	1239	3.8%	13%	1.8	1
Cc1ccc(NC(=O)Nc2ccc3c(c2)OCO3)cc1F
  -0.5%	·	-7%	·	·	·	0.5%	10%	·	·
C/C(=C\c1ccc(N)cc1)c1nc2ccccc2[nH]1
  -0.6%	·	5%	·	·	·	2.5%	23%	·	·
CCOC(=O)CN1C(=O)c2ccccc2C1=O
  -0.2%	7%	4%	9%	1.4%	1244	-0.1%	10%	-0.19	1.1
O=C(O)CN(c1ccccn1)S(=O)(=O)c1ccccc1
  -0.2%	-15%	1%	-6%	-3.0%	·	0.5%	2%	·	1.1
CC(NCc1ccc2c(c1)OCO2)C(=O)NC1CCCc2ccccc21 (stereo not given)
  -0.4%	12%	6%	12%	6.8%	841	-0.8%	-2%	0.49	1.1
CC(c1ccccc1)n1cnc2ccccc21 (stereo not given)
  0.1%	12%	2%	7%	-1.0%	·	0.1%	3%	·	1.1
Cn1c(=O)oc2cc(S(=O)(=O)N3CCCC(C(=O)NCc4ccc5c(c4)OCO5)C3)ccc21 (stereo not given)
  -0.1%	-8%	0%	-11%	-0.7%	·	-1.5%	-2%	?	0.9

Reprinted at random: 2 records from the list, in no set order.
Fields – West Nile virus CPE	human PMI inhibition	PhoP inhibition	PMI inhibition	CSM14.1 death rescue	Ins promoter up cell count	RSV antiviral HEp-2	Large T inhibition	Ins promoter up	TNAP activators
Cn1c(=O)oc2cc(S(=O)(=O)N3CCCC(C(=O)NCc4ccc5c(c4)OCO5)C3)ccc21 (stereo not given)
  -0.1%	-8%	0%	-11%	-0.7%	·	-1.5%	-2%	?	0.9
COc1cccc(C(C(=O)NC2CCCCC2)N(C(=O)c2ccco2)c2ccc(-n3cnnn3)c(C)c2)c1 (stereo not given)
  -0.4%	9%	3%	9%	-0.4%	1145	2.1%	-1%	-0.07	1.1
